HT1080 IDH1KD tx: qHTS for induction of synthetic lethality in tumor cells producing 2HG: qHTS for the HT-1080-IDH1KD cell line; HT-1080 IDH1 knockdown viability, ATP luminescence, 48 h; Potency, µM (doses to about 46.1 µM), inactives show at the top dose activity, negative = toxicity, actives largely listed as cytotoxic; actives 2% (n = 360,000);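 note: potency is the fitted concentration of half-maximal effect; 0% = DMSO wells and -100% = cell-free medium wells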
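% activity derives from luminescence (CellTiter-Glo), normalised to DMSO and no-cell wells. HT-1080-IDH1KD cells, 750/well, had 48 h compound exposure at 37 °C.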
HT1080NT lethal: qHTS for induction of synthetic lethality in tumor cells producing 2HG: qHTS for the HT-1080-NT fibrosarcoma cell line. HT-1080-NT fibrosarcoma viability, CellTiter-Glo ATP luminescence, 48 h. Potency, µM (doses to about 46.1 µM), without a hit: at the highest dose activity, negative = less viability, usual class: cytotoxic. actives 1.6% (n = 360,000). AID 686970, 2013;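 note: NT is the 2HG producing partner of a matched IDH1 knockdown line; potency is the fitted concentration of half-maximal effect; 0% = DMSO-treated cells and -100% = media-only wells without cells; nearly all actives have a fitted effect of over 55% in size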
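A 48-hour cytotoxicity screen used HT-1080-NT cells plated 2 hours before compound delivery. ATP-based CellTiter-Glo luminescence measured viability, normalized to DMSO and no-cell controls.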
IL-1B inflam inh: qHTS for Inhibitors of Inflammasome Signaling: IL-1-beta AlphaLISA Primary Screen | THP-1 LPS/ATP IL-1B secretion, AlphaLISA, 16 h; stronger effect = lower value | actives 4.7% (n = 360,000) | activity change, % at 57.5 µM; in the data active = activity change below about -50%; inconclusive = mostly about -30% to -49%; note: % is set by controls: 0 for no effect and ±100 for the full control effect
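Secreted IL-1B measured by AlphaLISA bead assay after 16 h compound exposure of THP-1 cells; compounds (final up to 57.5 uM) added 1 h before LPS (250 ng/mL) and ATP (1.25 mM) stimulation; lower signal means less secretion.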
WRN helicase inh: qHTS for Inhibitors of WRN Helicase | AID 651768, 2012 | actives 0.46% (n = 360,000) | WRN helicase unwinding, fluorescent forked duplex, kinetic | Potency, µM (top dose mostly 114 µM), for the others: top-dose activity change, negative = inhibition, hits mostly inhibitors | Bifunctional 3'-5' exonuclease/ATP-dependent helicase WRN (Homo sapiens), Q14191; note: potency is the fitted concentration of half-maximal effect; % is set by controls: 0 for no effect and ±100 for the full control effect; nearly all actives have a fitted effect of over 55% in size
Target sequence (Q14191 whole entry, looked up): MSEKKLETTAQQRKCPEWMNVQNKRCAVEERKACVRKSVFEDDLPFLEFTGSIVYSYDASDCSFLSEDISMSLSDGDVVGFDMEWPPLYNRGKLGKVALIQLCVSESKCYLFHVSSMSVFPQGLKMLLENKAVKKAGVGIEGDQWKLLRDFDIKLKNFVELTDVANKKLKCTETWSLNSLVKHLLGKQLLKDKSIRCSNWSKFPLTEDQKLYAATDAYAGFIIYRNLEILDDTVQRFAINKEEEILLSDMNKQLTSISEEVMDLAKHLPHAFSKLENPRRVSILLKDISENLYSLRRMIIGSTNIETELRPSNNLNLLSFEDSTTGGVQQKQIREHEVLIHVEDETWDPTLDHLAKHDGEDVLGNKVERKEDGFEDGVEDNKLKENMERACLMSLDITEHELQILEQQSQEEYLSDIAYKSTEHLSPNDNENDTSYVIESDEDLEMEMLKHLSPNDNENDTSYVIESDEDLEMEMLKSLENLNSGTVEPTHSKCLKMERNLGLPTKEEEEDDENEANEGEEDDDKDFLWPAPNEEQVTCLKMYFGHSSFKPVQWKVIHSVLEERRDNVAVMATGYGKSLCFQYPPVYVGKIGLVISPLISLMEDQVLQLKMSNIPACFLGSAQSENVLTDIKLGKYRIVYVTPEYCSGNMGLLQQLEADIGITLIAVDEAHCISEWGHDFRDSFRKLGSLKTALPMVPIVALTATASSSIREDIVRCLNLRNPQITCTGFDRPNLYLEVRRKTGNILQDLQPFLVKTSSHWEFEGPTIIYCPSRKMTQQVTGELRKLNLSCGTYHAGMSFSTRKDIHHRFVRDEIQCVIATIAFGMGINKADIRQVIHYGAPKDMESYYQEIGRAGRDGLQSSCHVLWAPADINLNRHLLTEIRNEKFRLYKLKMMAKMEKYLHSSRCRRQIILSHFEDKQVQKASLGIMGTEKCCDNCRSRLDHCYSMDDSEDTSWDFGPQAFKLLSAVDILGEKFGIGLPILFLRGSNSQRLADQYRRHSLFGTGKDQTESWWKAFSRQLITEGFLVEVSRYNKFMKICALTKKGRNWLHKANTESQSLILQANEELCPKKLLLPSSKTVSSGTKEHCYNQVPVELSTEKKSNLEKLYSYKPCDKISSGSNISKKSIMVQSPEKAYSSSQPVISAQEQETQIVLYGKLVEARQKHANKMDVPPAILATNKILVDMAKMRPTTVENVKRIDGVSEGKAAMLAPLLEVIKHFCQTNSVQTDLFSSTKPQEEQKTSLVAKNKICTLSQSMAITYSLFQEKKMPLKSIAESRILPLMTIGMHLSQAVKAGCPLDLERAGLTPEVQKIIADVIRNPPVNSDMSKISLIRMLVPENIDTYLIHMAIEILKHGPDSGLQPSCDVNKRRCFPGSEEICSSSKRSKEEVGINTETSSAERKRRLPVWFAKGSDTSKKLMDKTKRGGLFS
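Enzyme (20 nM final) and test compound sit together 15 min at room temperature before substrate addition. Substrate is a single-forked duplex oligonucleotide (100 nM) labelled with fluorophore and quencher, with 2 mM ATP; helicase unwinding raises red fluorescence, read kinetically.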
MCF10A rerep: A quantitative high throughput screen for small molecules that induce DNA re-replication in MCF 10a normal breast cells | MCF 10A DNA re-replication, Hoechst nuclear intensity, 48 h | actives 2.9% (n = 350,000) | Potency, µM (highest dose often 46.1 µM), for the others: top-dose activity, positive = re-replication, most hits filed as activators; note: potency is the fitted concentration of half-maximal effect; % of control where 0% means no effect; nearly all actives have a fitted effect of over 50% in size
SW480 rerep: A quantitative high throughput screen for small molecules that induce DNA re-replication in SW480 colon adenocarcinoma cells; Potency, µM (doses to about 46.1 µM), for inactives: at the top dose re-replication activation, most hits filed as activators; AID 624297, 2012; actives 1.8% (n = 340,000); SW480 DNA re-replication, Hoechst DNA content imaging, 48 h; note: potency is the fitted concentration of half-maximal effect; % of control where 0% means no effect; nearly all actives have a fitted effect of over 55% in size
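250 cells/well; 23 nL cpd via pin tool; 48 hr, 37 C, 5% CO2; Hoechst 40 min; imager read of total nuclear intensity, ex 405/em 500-530 nm.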
KB-V1 cytotox: qHTS assay for MDR1-selective chemotherapeutics: Primary screen using the drug-selected MDR subline cells KB-V1; Potency, µM (series often up to 46.1 µM), for the others: at the highest dose activity change, negative = cytotoxicity, hits mostly cytotoxic; KB-V1 MDR cells viability, CellTiter-Glo, 72 h; actives 3.4% (n = 400,000); note: potency is the fitted concentration of half-maximal effect; % is set by controls: 0 for no effect and ±100 for the full control effect; nearly all actives have a fitted effect of over 60% in size
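KB-V1, DMEM (no phenol red) + 10% FBS; cpd pin-transferred, titration series; 72 h, 37 degrees C; CellTiter-Glo, luminescence. Data normalized, curve-fit.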
KB-3-1 cytotox: qHTS assay for MDR1-selective chemotherapeutics: Primary screen using the parental adenocarcinoma cell KB-3-1. KB-3-1 viability, CellTiter-Glo ATP luminescence, 72 h. AID 1347075, 2019. Potency, µM (doses to about 46.1 µM), without a hit: at the top dose activity change, negative = cytotoxic, most hits filed as cytotoxic. actives 1.4% (n = 400,000); note: potency is the fitted concentration of half-maximal effect; % is set by controls: 0 for no effect and ±100 for the full control effect; nearly all actives have a fitted effect of over 60% in size
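Multi-concentration cytotoxicity screen in KB-3-1 cells grown in DMEM lacking phenol red with 10% FBS. After 72 h at 37 °C with compound, ATP-dependent luminescence was recorded.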
ATXN2 expr inh: Primary qHTS for Inhibitors of ATXN expression; Potency, µM (titrated, usually from 57 µM), without a hit: at the highest dose activity change, negative = inhibition, usual class: inhibitors; HEK-293 ATXN2-luciferase reporter, luminescence, 24 h; actives 0.72% (n = 360,000); AID 1745845, 2022; note: potency is the fitted concentration of half-maximal effect; % is set by controls: 0 for no effect and ±100 for the full control effect; nearly all actives have a fitted effect of over 55% in size
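ATXN2-luciferase reporter cells (luciferase flanked by upstream and downstream ATXN2 gene portions) were treated 24 h at 37 °C with compounds at up to 57 uM. SteadyGlo luminescence gave expression; GF-AFC fluorescence gave viability.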
Numbers without * were called inactive; ? = inconclusive; . = no result given; [ ] = another dose, or the depositor's remark. Unless noted, calls come from the whole dose curve; as a rule, active = well fitted curve in the direction sought with a large enough effect; inconclusive = small, poorly fitted or top-dose-only effect, or another doubt; inactive = no such curve, though single readings can be large; an effect the other way counts as inactive or inconclusive.

Results follow in this order: HT1080NT lethal, ATXN2 expr inh, MCF10A rerep, HT1080 IDH1KD tx, SW480 rerep, KB-3-1 cytotox, WRN helicase inh, IL-1B inflam inh, KB-V1 cytotox
> CCOc1cc(C2C(C#N)=C(N)OC3=C2C(=O)CC(C)(C)C3)cc([N+](=O)[O-])c1O (stereo unspecified)
    6.1%, -7.3%, 1.9%, 7.5%, -4.6%, -3.9%, -1.9%, 6.9, 6.7%
> O=C(O)Cc1cc2c(s1)CCCCC2
    1.5%, 0.2%, 6.1%, 2.7%, 1.7%, -3.5%, -0.8%, 12.9, 21.1%
> CCCSc1ccc([C@@H]2[C@H]3C(=O)N(CC)C(=O)[C@H]3[C@]3(C(=O)OC)CCCN23)cc1OC
    3.2%, -0.9%, 2.7%, -2.7%, 1.1%, 6.4%, -0.4%, -8.5, 10.3%
> CC1CN2C(c3ccc(Cl)cc3)=CSC2=N1 (stereo unspecified)
    9.0%, ., -4.7%, -2.1%, -5.7%, -0.4%, -2.5%, 0.1, -15.2%
> Cc1ccc(-c2nc(=O)[nH]c3ccccc23)cc1
    0.8%, -9.6%, -11.9%, -1.3%, -5.0%, -0.1%, 2.7%, -11.1, -1.2%
> COC1=CC(=O)c2ccccc2C1=O
    11.6µM*, 28.2µM*, 18.4µM*, 5.17µM*, ?, 16.4µM*, 11.7%, 8.6, ?
> COCCCn1c(SCC(=O)N2CCOCC2)nc2cc(Cl)ccc2c1=O
    0.4%, 10.9%, -7.9%, 4.4%, 1.1%, 0.0%, 7.4%, -25.6, ?
> COc1ccc(S(=O)(=O)NNc2nc(C)cc(C)n2)cc1Br
    9.1%, 6.1%, 0.4%, 4.2%, -1.5%, 11.4%, -2.0%, 40.9, 9.5%
> CCOc1ccc(CC(=O)NNC(=S)Nc2ccccc2)cc1Br
    3.8%, 1.8%, 5.0%, -0.3%, 2.4%, -4.0%, -1.0%, -7.8, 24.1%
> Cc1ccc2nc(-c3ccc(F)cc3)c(Cc3ccccc3C(F)(F)F)n2c1
    ?, 3.2%, ., ?, ., 0.0%, -2.1%, 14.0, 14.1%
> O=C(CCc1nc2ccccc2s1)N1CCN(c2ccccc2)CC1
    1.2%, ., 9.7%, 5.5%, -1.3%, 5.5%, 5.1%, 12.2, 4.7%
> CCOC(=O)CN1C(=O)C(=O)c2cc(C)ccc21
    20.8%, 6.9%, ?, 20.1%, 13.6%, ?, 6.5%, 24.4, ?
> CCOC(=O)Nc1ccc(C(=O)Oc2ccccc2)c(O)c1
    -11.6%, 27.7%, -2.8%, -25.6%, 1.4%, -9.9%, -5.0%, 11.0, -14.1%
> N#Cc1c2c(c(Nc3ccccc3)n3c1nc1ccccc13)CCC2
    -24.4%, -2.3%, 16.4µM*, ?, 2.9%[9.22 µM], ?, -15.3%, 25.7, -1.6%
> CC(NC(=O)c1ccc(S(=O)(=O)N(C)C)cc1)c1ccccc1 (stereo unspecified)
    0.2%, 1.6%, -0.4%, 0.9%, -6.7%, 0.9%, 4.0%, 0.6, 3.2%
> N#Cc1cc(-c2ccccc2)nnc1Oc1ccccc1Cl
    ?, -16.0%, -13.3%, ?, -6.7%, -11.1%, -4.3%, 11.2, -8.4%
> CCSC1=NC(C)(C)C=C(/C=C/c2ccc(Cl)cc2Cl)N1
    16.4µM*, -6.2%, ?, ?, ?, 0.0%, -23.8%, -93.4*, ?
> CC(C)[C@H](NC(=O)c1ccccc1)C(=O)NC1CCCCCCC1
    -7.4%, 7.7%, -5.5%, 0.7%, -13.3%, 5.7%, 7.6%, 44.3, ?
> Cc1cc(C)nc(NS(=O)(=O)c2ccc(N/C=C\C(=O)c3cccs3)cc2)n1
    ?, -13.5%, 0.9%, -6.0%, -4.3%, -15.2%, -8.9%[57.1 µM], 21.9, 7.8%
> C=CCN(c1ccccc1)S(=O)(=O)c1cccc(C(=O)N(CC)CC(=O)Nc2c(F)cccc2F)c1
    -2.6%, -10.5%, -0.6%, 13.3%, -1.6%, -3.3%, -10.7%, 0.0, ?
> COc1ccc(CCCC(=O)Nc2ccc(F)cc2)cc1
    12.4%, 7.3%, 5.6%, 5.4%, 0.5%, 2.2%, -5.7%, 15.1, 8.8%
> O=S(=O)(CCN1CCSCC1)c1ccc(Cl)cc1
    -0.8%, -3.0%, ?, -13.0%, ?, 19.1%, -3.8%, -73.1*, 24.3%
> CCc1nc(N2CCN(C(=S)NCCCOC)CC2)c2c3c(sc2n1)CCCC3
    ?, ?, ?, -6.1%, 10.2%, ?, -11.9%, ?, -26.6%
> CCc1nc2ccccc2n1Cc1ccccc1OC
    -19.6%, -13.8%, 2.8%, -0.8%[9.24 µM], -5.5%, ?, 0.6%, 0.0, 14.6µM*
> Cc1ccc(OCc2cc(C(=O)N(C)CCn3ccnc3C)no2)cc1C
    7.4%, 13.1%, 11.8%, 0.9%, 0.1%, 8.8%, -24.8%, -8.6, -18.2%
> O=C(CCc1cn2ccccc2n1)NC1CCCc2c1cnn2-c1ccccc1F (stereo unspecified)
    4.7%, 3.6%, 1.6%, 2.0%, ?, ?, -1.0%, -15.4, ?
> O=C1c2ccccc2C(c2nnnn2Cc2ccccc2)N1Cc1ccc2c(c1)OCO2 (stereo unspecified)
    -0.9%, -3.0%, ., 0.3%, ., -1.2%, 1.0%, 0.0, ?
> Cc1cc(C(=O)COc2ccccc2C(N)=O)c(C)n1C
    5.4%, 7.9%, 1.8%, 3.8%, -6.9%, 14.2%, 5.7%, -4.2, ?
> COCc1cn(CC[C@@H]2CC[C@@H](NC(=O)Nc3ccc4c(c3)OCO4)[C@@H](CO)O2)nn1
    10.2%, ., ., 26.8%, ., -1.7%, -0.9%, 30.0, 7.1%
> COc1ccc(CNC(=O)COC(=O)c2n[nH]c3ccccc23)cc1OC
    -6.5%, -11.0%, ?, -12.0%, 0.3%, 0.0%, -14.1%, 6.3, -7.7%
> COc1cc(C(=O)NC(c2ccccc2)c2ccccc2)cc(OC)c1C
    -6.1%, -2.7%, 4.5%, -2.2%, -13.0%, 11.6%, -5.4%, 3.3, 8.7%
> CCCCn1c(SCC(=O)NCc2ccccc2)nc2ccc(N3CCOCC3)cc2c1=O
    2.7%, -9.5%, 20.5%, -13.3%, 2.1%, 8.6%, -8.9%, -8.0, ?
> Nc1nc(SCC(=O)NCc2ccco2)[nH]c(=O)c1-c1ccccc1
    -3.0%, -3.0%, 27.1%, 14.3%, ?, -19.0%, -11.0%, 27.7, -2.4%
> Cc1ccc(C(=O)NCc2ccco2)cc1S(=O)(=O)N1CCCCC1
    -28.1%, -5.9%, -5.3%, -22.5%, -0.6%, 0.5%, -22.9%[57.1 µM], -7.8, ?
> COc1ccc(-c2cc(NC(C)=O)c3ncc(-c4ccc(F)cc4)n3c2)cc1OC
    -3.0%, 4.1%, ., -19.5%, ., 0.0%, -3.5%, -18.5, 1.3%
> Cn1nc(C(C)(C)C)cc1C(=O)N1CCCCC1c1cc(C(=O)Nc2cccc(C#N)c2)no1 (stereo unspecified)
    ?, -16.4%, ., 9.3%, ., 0.0%, -4.2%, 7.2, -24.2%
> O=C(COc1ccccc1[N+](=O)[O-])NCCC1=CCCCC1
    0.0%, 0.1%, 6.3%, -11.9%, 1.8%, 6.5%, -6.9%, -15.6, -26.7%
> O=C(Nc1cccc(F)c1)Nc1nnc([C@@H]2O[C@H](CO)[C@@H](O)[C@H]2O)s1
    7.9%, 2.6%, ., 0.9%, ., 4.1%, 5.7%[57.1 µM], 28.5, -6.9%
> CCNC(=O)C1=C(O)c2sccc2N(C)S1(=O)=O
    12.2%, -16.2%, 0.1%, 8.7%, 3.3%, -4.8%, 11.2%[57.1 µM], 4.7, -0.6%
> CCN(CC(=O)Nc1cc(Cl)ccc1C)C(=O)C1CCCCC1
    3.1%, -8.7%, 10.5%, 13.9%, -0.1%, 1.0%, -0.5%, 11.3, ?
> COc1ccc(Cl)cc1NC(=O)N1CCN(S(C)(=O)=O)CC1
    -3.2%, -0.4%, 574.0%[0.0737 µM], -18.9%, ?, -0.6%, -7.5%, -8.0, -5.5%
> O=C(NCc1cccs1)C1CCCN(S(=O)(=O)c2cnc[nH]2)C1 (stereo unspecified)
    3.7%, -12.3%, 0.6%, -5.2%, 0.1%, -12.6%, 7.7%, -5.7, -6.5%
> CC(C)NC(=O)N(C)C[C@@H]1Oc2ccc(NC(=O)Nc3ccc(C(F)(F)F)cc3)cc2CC(=O)N([C@H](C)CO)C[C@@H]1C
    ?, -22.5%, ?, ?, 119.4%, ?, -11.6%, 13.6, ?
> O=C(Cn1ccc(NC(=O)OCc2ccccc2)nc1=O)NCc1ccccn1
    11.1%, -6.5%, -1.8%, 2.6%, -3.5%, -8.7%, 3.0%, -5.4, -8.4%
> COc1ccccc1C1CCN(Cc2ccc3ccccc3c2)CC1
    ?, ?, ?, 23.1µM*, -0.6%, -19.6%, 2.2%, -60.9*, -26.1%

Quoted at random: 2 compounds from above, in no set order.
Results follow in this order: HT1080NT lethal, ATXN2 expr inh, MCF10A rerep, HT1080 IDH1KD tx, SW480 rerep, KB-3-1 cytotox, WRN helicase inh, IL-1B inflam inh, KB-V1 cytotox
> COc1ccc(-c2cc(NC(C)=O)c3ncc(-c4ccc(F)cc4)n3c2)cc1OC
    -3.0%, 4.1%, ., -19.5%, ., 0.0%, -3.5%, -18.5, 1.3%
> CCCCn1c(SCC(=O)NCc2ccccc2)nc2ccc(N3CCOCC3)cc2c1=O
    2.7%, -9.5%, 20.5%, -13.3%, 2.1%, 8.6%, -8.9%, -8.0, ?

Screening results from PubChem BioAssay.
